# Lipid storage S3: qHTS Assay for Lipid Storage Modulators in Drosophila S3 Cells; 320,000 compounds, 0.64% hits; AID 2685; Potency in µM for hits, for the others lipid storage change, negative = inhibition, % at the top dose, mostly 46.1 µM; Drosophila S3 cells, BODIPY lipid droplet fluorescence, 18-24 h; cells fed with added oleic acid; active = well fitted inhibition curve with a large enough effect in the signal ratio, with a control signal flat, not every such curve was filed as active; inconclusive = small, poorly fitted or top-dose-only effect, or effect the other way, or a change in a side signal; the % refers to the signal ratio
#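 Drosophila S3 cells loaded with oleic acid (400 uM, as added) and compounds at several concentrations; lipid droplets imaged by 488-nm laser-scanning cytometry, 500–530 nm intensity and object ratio to cell channel. Percent activity normalized to 20 uM Triacsin C.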
# Lipid storage S3 cell count max: also measured in Lipid storage S3; calls as there; cell number change, %; measured here: cell count max response;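 cells counted by Cell Tracker Red CMTPX staining in the red channel; peak over a dose series mostly up to 46.1 µM; percent activity relative to internal control wells on each plate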
# * hit, by the source's call; i = inactive; u = inconclusive; x = no result given; [ ] = dose if it differs, or a comment. % is scaled to controls: 0 for no effect and ±100 for the full control effect; potency is read from the fitted curve at half-maximal effect. An excerpt, so the mix of outcomes need not match the whole.
# The opening 3 entries, ahead of the listing:
structure | Lipid storage S3 cell count max | Lipid storage S3
CCCCOC(=O)Nc1ccc(S(=O)(=O)Nc2cc(C)nc(C)n2)cc1 | 5.1 | 14.6%
Fc1ccc(CN2CCN(c3ncnc4scc(-c5ccc(F)cc5)c34)CC2)cc1 | -8.9 | -2.6%
O=C(/C=C/c1ccccc1Cl)NCc1ccco1 | x | u

# Main list, from the first entry:
structure | Lipid storage S3 cell count max | Lipid storage S3
CCCCOC(=O)Nc1ccc(S(=O)(=O)Nc2cc(C)nc(C)n2)cc1 | 5.1 | 14.6%
Fc1ccc(CN2CCN(c3ncnc4scc(-c5ccc(F)cc5)c34)CC2)cc1 | -8.9 | -2.6%
O=C(/C=C/c1ccccc1Cl)NCc1ccco1 | x | u
Cc1c(O)ccc(NC(=O)/C=C/c2ccccc2)c1C | x | u
CC(C)CC(=O)Nc1ccc(Oc2ccc3c(c2)C(=O)NC3=O)cc1 | x | u
CC(C)(C)OC(=O)N1CCN(C(=O)c2ncn(Cc3ccccc3)c2C(=O)N2CCN(C(=O)OC(C)(C)C)CC2)CC1 | x | u
NS(=O)(=O)c1ccc(CCNC(=O)CSc2ccc(Cl)cc2)cc1 | -4.1 | 8.8%
COCCCNc1nc2ccccc2nc1NS(=O)(=O)c1cccs1 | -29.2 | 0.4%
Cn1c(=O)cc(SCC(=O)NCCCN2CCN(c3ccc(F)cc3)CC2)c2ccccc21 | 0.2 | -5.0%
Cc1ccc(-n2cc(CN3CCN(Cc4nccn4C)CC3)c(-c3ccc(F)cc3)n2)cc1 | 15.8 | 19.3%
CC(NC(=O)c1ccccc1Br)c1nnc(SCc2ccc([N+](=O)[O-])cc2)n1C (stereo unspecified) | -14.1 | -10.9%
CC(=O)OC[C@H]1O[C@@H](O/N=C(\C)CCN2CCCCc3nc(C)c(C)cc32)[C@H](OC(C)=O)[C@@H](OC(C)=O)[C@@H]1OC(C)=O | x | 17.6%
Cc1ccc2[nH]c(=O)cc(C(=O)OCC(=O)c3ccc(F)cc3)c2c1 | 7.9 | -12.9%
O=C(c1ccco1)N(Cc1cc2ccccc2[nH]c1=O)CC1CCCO1 (stereo unspecified) | x | u
c1cnc2ccc(C(c3nnnn3C3CCCCC3)N3CCCCC3)cc2c1 (stereo unspecified) | 13.9 | 7.9%
O=C(Oc1cccc(C(=S)N2CCCCC2)c1)c1ccccc1 | x | u
CCc1nc(SCC(=O)Nc2cc(C)on2)n[nH]1 | x | u
CCOc1ccc(Nc2nc(Cl)nc(N3CCN(c4ccc(OC)cc4)CC3)n2)cc1 | -3.3 | 8.7%
CN(C)c1nc2c(c(=O)n(C)c(=O)n2C)n1Cc1ccccc1 | -7.2 | 17.1%
Nc1ccc(Br)cc1C(=O)O | 11.4 | 3.8%
COCCn1c(-c2ccc3ccccc3c2)nc2c1c(=O)[nH]c(=O)n2CC(C)C | x | u
COc1ccc(C(=O)COC(=O)c2cc3ccccc3oc2=O)c(OC)c1 | x | u
CCOc1ccccc1/C=N/NC(=O)c1cccc(Cl)c1 | 11.8 | 17.2%
COc1ccc(CCNCC(O)Cn2ccc3ccccc32)cc1OC (stereo unspecified) | 9.2 | 2.0%
O=c1cc(-c2ccccc2)[nH]c2[nH]n(-c3ccccc3)c(=O)c12 | x | u
COCCNC(=O)C(=O)NCC1OCCN1S(=O)(=O)c1ccc2c(c1)OCCO2 (stereo unspecified) | -13.0 | -3.5%
CC1CCN(S(=O)(=O)c2cccc(S(=O)(=O)N3CCOCC3)c2)CC1 | x | i
Cc1ccc(C(=O)N/N=C\C2CC=CCC2)cc1[N+](=O)[O-] (stereo unspecified) | x | u
O=C(CSC1=NS(=O)(=O)c2cc(F)ccc2N1)NCc1ccccc1 | 6.6 | 2.2%
Cn1c(=O)c2c(ncn2CC(=O)Nc2nc(-c3ccc(F)c(F)c3)cs2)n(C)c1=O | -10.3 | -9.6%
COc1cc(/C=N\NC(=O)CC#N)ccc1OC/C=C/c1ccccc1 | x | i
O=c1c2cnn(-c3ccccc3)c2ncn1Cc1cccnc1 | 3.7 | 6.5%
N#CC(C#N)=C(N)/C(C#N)=C/c1cc(O)c(O)c(O)c1 | 6.5 | 7.4%
CC1Cc2ccccc2N1C(=O)NC1CC(=O)N(c2ccc3c(c2)OCCO3)C1 (stereo unspecified) | x | -2.3%
CCC(C)NCCOCCOc1cc(C)c(Cl)c(C)c1 (stereo unspecified) | x | u
Cc1cccc(Cc2c(C)nc3c(C(=O)N4CCN(Cc5ccc6c(c5)OCO6)CC4)cnn3c2C)c1 | 9.4 | i
Cc1ccc(-n2nc3c(c2NC(=O)C(C)C)CS(=O)(=O)C3)c(C)c1 | -0.7 | -0.6%
Cc1nc(COC(=O)c2cc(O)c3ccccc3c2O)cs1 | x | u
CCOc1cc2c3c(c1)C1(C(=O)N3C(C)(C)C=C2C)C(C#N)=C(N)Oc2cc(O)ccc21 (stereo unspecified) | x | u
CC(C)(C)NC(=O)c1ccncc1 | x | u
Cn1c(SCC(=O)N2CCCCCC2)nc2c([nH]c3ccccc32)c1=O | 0.2 | 0.7%
CCC(=O)Nc1nnc(CSCc2ccc(F)cc2)s1 | x | u
COc1cc(O)cc2cc3c(c(O)c12)C(=O)CC(C)(O)O3 (stereo unspecified) | 0.1 | 9.0%
Cc1nnc(SCC(=O)Nn2cnnc2)s1 | x | u
Nc1ccc(C(=O)c2cccs2)cn1 | 13.6 | -0.9%
O=C(Nc1ccc(-c2cn3ccsc3n2)cc1)C1CC1 | -9.7 | -8.7%
Cc1ccsc1C(C(=O)NC(C)(C)C)N(Cc1ccco1)C(=O)c1csnn1 (stereo unspecified) | 5.0 | i
CC(C)Cc1nc(SCC(=O)Nc2nnc(CC(C)C)s2)n[nH]1 | 10.5 | -8.1%
Cc1ccc(N2CC(O)=C(c3ccccc3)C2=N)cc1 | x | u
O=C(Cc1ccc(Cl)cc1)SCc1ccccc1 | x | u
CCN(C(=O)COC(=O)c1ccc(C=O)cc1)c1c(N)n(Cc2ccccc2)c(=O)[nH]c1=O | x | u
O=C1/C(=C/c2cccc(Br)c2)SC(=S)N1CCC(=O)N(CCO)c1ccccc1 | x | u
Cc1cc(-c2nnc(SCC(=O)Nc3ccccc3)n2C)no1 | 13.0 | -1.3%
CS(=O)(=O)N(CC(=O)N1CCOCC1)c1ccccc1Br | 15.4 | 8.3%
CCOc1c(Cl)cc(CNCc2ccncc2)cc1OC | x | u
O=[N+]([O-])c1ccccc1/C=N/n1c(C2CCCCC2)n[nH]c1=S | x | u
Cc1ccc(/C=N/Nc2nc(Cl)c(Cl)cc2Cl)s1 | -1.4 | 28.7%
COc1ccc(Cl)cc1-n1c(C)cc(C(=O)O)c1C | -15.8 | 11.3%
CCn1c(SCC(=O)N2CCc3ccccc32)nnc1-c1c[nH]c2ccccc12 | x | u
CCN(CC)C(=O)c1[nH]cnc1C(=O)Nc1ccc(Cl)cc1 | x | u

# Next part.
structure | Lipid storage S3 cell count max | Lipid storage S3
CCOC(=O)C1(Cc2ccccc2Cl)CCN(Cc2csc(C(C)=O)c2)CC1 | x | u
O=C(CSc1ccc([N+](=O)[O-])cn1)Nc1ccccc1N1CCOCC1 | 8.6 | -14.8%
NC(=O)C1CCN(C(=O)CN2C(=O)c3ccccc3S2(=O)=O)CC1 | 0.3 | -8.3%
S=C(NCCCc1ccccc1)Nc1ccccc1 | x | u
COCCCNC(=O)COc1ccc(-c2nccc(-c3ccccn3)n2)cc1 | x | i
C=CCn1c(-c2ccoc2C)n[nH]c1=S | -2.8 | i
COc1ccc(C(=O)Nc2ccccc2C(=O)N/N=C/c2ccco2)cc1 | x | u
CCCCNC(=O)c1ccc2nc(-c3ccco3)c(-c3ccco3)nc2c1 | 3.0 | 15.7%
c1cncc(CNC2CCCc3ccccc32)c1 (stereo unspecified) | 3.5 | 8.8%
O=C(CCn1nnc2ccccc21)N/N=C\Cc1ccccc1 | -15.7 | -3.0%
CCC(C)[C@H](NC(=O)NCc1ccc(Cl)cc1)C(=O)O (stereo partly specified) | 4.5 | 0.1%
CN(Cc1nccs1)C(=O)c1ccc2nc(Cc3ccccc3F)oc2c1 | x | u
CCOC(=O)[C@@H]1[C@H]2COc3ccc(Br)cc3[C@@H]2N2C(=O)N(c3ccc(Br)cc3)C(=O)[C@]12C | x | u
CCOc1ccc(CNC(=O)C2CCC(=O)N2C2CCCC2)cc1OC (stereo unspecified) | x | u
Cc1ccc(NC(=O)N(Cc2ccc3c(c2)OCO3)Cc2cc3cc4c(cc3[nH]c2=O)OCCO4)cc1 | x | u
CCN(CC)CCN1C(=O)c2cccc3cc(N)cc(c23)C1=O | -8.2 | -19.2%
COc1ccc(C(C(=O)NC2CCCC2)N(C(=O)c2ccco2)c2cc3c(cc2C(C)=O)OCO3)cc1OC (stereo unspecified) | x | u
O=C(COc1ccc2cc(-c3ccccc3)c(=O)oc2c1)NCC1CCC(C(=O)O)CC1 (stereo unspecified) | -6.6 | -18.4%
Cc1cc(Br)ccc1OCCN1CC(C)OC(C)C1 (stereo unspecified) | x | u
CCOc1ccc2oc(-c3ccccc3)c(C(=O)O)c2c1 | -4.2 | 1.3%
O=C(CCc1ccccc1)NNC(=O)c1ccccc1F | -1.4 | 18.3%
CCc1nc2ccccc2c(=O)n1NC(=O)c1c(O)c2cccc3c2n(c1=O)CCC3 | x | u
CC1CC(C)CN(S(=O)(=O)c2cccc3cccnc23)C1 (stereo unspecified) | x | 15.2%[9.22 µM]
CCOc1ccc(NC(=O)CCC(=O)NNC(=O)c2ccccc2Cl)cc1 | x | u
CC(O)c1nc2ccccc2n1Cc1nnc(-c2ccc(Cl)cc2)o1 (stereo unspecified) | x | u
COc1ccccc1-c1cnn2c(NCc3ccccc3)cc(C)nc12 | x | u
CC(=O)c1cc(CN2CCN(CCc3ccccc3)C(CCO)C2)cs1 (stereo unspecified) | x | u
CCCCNC(=O)c1nn2c(C(F)(F)F)cc(-c3ccccc3)nc2c1Br | x | u
CCCCC(CC)CNC(=O)CCS(=O)(=O)c1cccc2nonc12 (stereo unspecified) | x | u
COc1cccc(/C=C/C(=O)OCC(=O)c2ccc3c(c2)NC(=O)CO3)c1 | x | u
CC(C)n1nc(C(=O)Oc2cccc(Cl)c2Cl)c2ccccc2c1=O | 8.2 | -5.4%
COc1ccc(C(=O)NNC(=O)CN2CCC(n3nnc4cc(C(F)(F)F)ccc43)CC2)cc1 | x | i
CCOC(=O)c1c(C)oc2c1cc(NS(=O)(=O)c1ccc(C(=O)O)cc1)c1ccccc12 | x | u
CCN(CC)S(=O)(=O)c1ccc(CNC(=O)CN2C(=O)NC3(CCc4ccccc43)C2=O)cc1 (stereo unspecified) | x | u
O=C(NC(Cc1ccc(O)cc1)C(=O)O)c1ccco1 (stereo unspecified) | -3.8 | -19.8%
N#CCCS(=O)(=O)c1ccc(N)cc1 | -1.2 | 10.3%
O=S(=O)(NCc1ccc(Cl)cc1Cl)c1cccs1 | 3.6 | -4.8%
O=C(COC(=O)c1cccnc1Cl)NCCCc1ccccc1 | x | u
COc1ccc(/C(C)=N/NC(=S)NCCc2ccccc2)c(O)c1 | x | u
Clc1ccc(OCCOCCN2CCCCC2)c(Br)c1 | -0.2 | 10.3%
COc1ccc(NC(=O)c2c(N)no[n+]2[O-])c(OC)c1 | x | i
O=C1CN=C(Nc2ccccc2)N1Cc1cccs1 | x | 21.5%
O=S(=O)(NC1CCCCCCC1)c1cccs1 | -12.4 | -0.1%
Cc1cc(-c2cc(C(=O)NC3CCCC3)on2)nc(NCC2CC2)n1 | 12.2 | 11.6%
Cc1nn(C2CCS(=O)(=O)C2)c(Cl)c1/C=C/C(=O)OCC(=O)Nc1ccccc1[N+](=O)[O-] (stereo unspecified) | x | u
COc1cc(CNc2nc3ccccc3n2C)cc(OC)c1OC | x | u
C/C(=C\COc1cc(=O)[nH]c2ccccc12)CCC(O)C(C)(C)O (stereo unspecified) | -6.4 | -4.1%
CC1(C)Cc2c(sc3c2c(=N)n(Cc2ccco2)c(=O)n3Cc2ccccc2)CO1 | x | u
Cc1cccc(NS(=O)(=O)c2ccc(Oc3ccccc3)cc2)n1 | x | i
COc1ccc(S(=O)(=O)CCC(=O)N2CCN(c3ccc([N+](=O)[O-])cc3)CC2)cc1 | x | u
COC(=O)C1=C(N)OC2=C(C(=O)CC(C)(C)C2)C1c1cccs1 (stereo unspecified) | 0.4 | 8.1%
O=C(NC(Cc1c[nH]c2ccccc12)c1nnc2n1CCCCC2)c1ccccc1 (stereo unspecified) | 3.1 | 8.1%
Cc1ccc(-c2nc3ccccc3[nH]2)s1 | x | i
O=C(c1ccc(Cl)nc1)N1CCN(S(=O)(=O)c2ccc3c(c2)OCCO3)CC1 | x | u
Cc1[nH]c(C)c(C(=O)O)c1CNC1CCCCC1C (stereo unspecified) | x | u
O=C(NCc1ccc(C(F)(F)F)cc1)C12CN(Cc3ccccc3)CC1C(c1cccc([N+](=O)[O-])c1)=NO2 (stereo unspecified) | x | u
O=C(NCCOc1ccccc1)C1CCC(=O)N(Cc2ccc(Cl)cc2)C1 (stereo unspecified) | -11.3 | -13.3%
Cc1ccc(Cn2nnc3c(=O)[nH]c(C4CCN(S(=O)(=O)c5ccc(C)cc5)CC4)nc32)cc1 | x | u
COc1ccc(NS(=O)(=O)c2ccc(C(=O)OC(C)C(=O)N3CCOCC3)cc2)cc1 (stereo unspecified) | -5.8 | -17.5%
CCC(=O)Nc1cc(C(=O)OCc2ccc(C(=O)Oc3ccccc3)cc2)ccc1C | x | u

# Assay outcomes from PubChem BioAssay.
